GLP1R cytotox = cytotoxic in the GLP-1 receptor inverse agonist counter-screen. HEK293 cAMP-luciferase reporter cells, luminescence, 24 h. Potency, µM (series often up to 38.3 µM), for inactives: top-dose activity change, negative = inhibition, usual class: inhibitors. hit rate 0.13% among 410,000. AID 624418;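 also: loss of luciferase light is scored as toxicity; potency is read from the fitted curve at half-maximal effect; % is scaled to controls: 0 for no effect and ±100 for the full control effect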
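Here, cytotoxicity is scored as loss of luminescence. The MLSMR collection was tested on cells seeded in medium containing 10% Nu serum, with a 24 hr compound exposure preceded by 12 hours of culture.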
D3 ag = D3 dopamine receptor (human) agonism; P35462; D3R DiscoveRx beta-arrestin cells, luminescence, 90 min; max activation, %; hit rate 0.58% among 410,000; AID 652048; in the data active = max activation above about 30%; also: 0% is about no effect; mostly tested at two doses, the higher about 12 µM
Target sequence (P35462 whole entry, looked up): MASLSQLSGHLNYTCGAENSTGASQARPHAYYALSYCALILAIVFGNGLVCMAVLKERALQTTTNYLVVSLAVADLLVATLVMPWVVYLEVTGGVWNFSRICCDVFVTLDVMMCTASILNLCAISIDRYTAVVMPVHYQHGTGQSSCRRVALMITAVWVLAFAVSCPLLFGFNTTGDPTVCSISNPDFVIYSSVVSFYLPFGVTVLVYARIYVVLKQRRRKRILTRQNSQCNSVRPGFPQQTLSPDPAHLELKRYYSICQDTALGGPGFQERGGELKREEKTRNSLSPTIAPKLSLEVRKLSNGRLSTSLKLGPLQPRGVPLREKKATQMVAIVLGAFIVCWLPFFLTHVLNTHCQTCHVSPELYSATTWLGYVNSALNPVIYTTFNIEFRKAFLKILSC
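Cells at 1500/well, incubated overnight, then treated with pinned compounds (dopamine as control) for 90 min at 37 degrees C. DiscoveRx reagent added for 30 - 60 minutes at room temperature; luminescence read.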
GLP-1R inv ag = inverse agonists of human GLP-1 receptor; P43220; HEK293 GLP-1R CRE-luciferase, luminescence, 24 h; GLP-1R form is constitutively active; Potency, µM (highest dose often 38.3 µM), inactives show at the top dose activity change, negative = inhibition, most hits filed as inhibitors; hit rate 1.6% among 410,000; also: potency is read from the fitted curve at half-maximal effect; % is scaled to controls: 0 for no effect and ±100 for the full control effect; nearly all actives have a fitted effect of over 55% in size
Target sequence (P43220 whole entry, looked up): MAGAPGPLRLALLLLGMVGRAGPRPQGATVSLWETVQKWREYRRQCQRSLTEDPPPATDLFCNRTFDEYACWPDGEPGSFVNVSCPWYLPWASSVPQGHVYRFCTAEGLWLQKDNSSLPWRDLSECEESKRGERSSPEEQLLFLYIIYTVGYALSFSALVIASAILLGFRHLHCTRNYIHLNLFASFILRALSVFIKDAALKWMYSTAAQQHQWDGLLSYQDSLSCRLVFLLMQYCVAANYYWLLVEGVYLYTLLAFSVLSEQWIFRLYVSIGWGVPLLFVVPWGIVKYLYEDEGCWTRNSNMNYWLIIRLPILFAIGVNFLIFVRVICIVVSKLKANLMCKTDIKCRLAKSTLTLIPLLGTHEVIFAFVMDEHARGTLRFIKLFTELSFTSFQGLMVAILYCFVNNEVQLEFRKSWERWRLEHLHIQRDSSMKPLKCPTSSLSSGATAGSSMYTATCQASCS
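Constitutively active GLP-1R drives a cAMP-responsive luciferase in stably transfected HEK293 cells; test compounds are added after overnight (12 h) attachment and left 24 hr, and signal loss in luminescence marks inhibition.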
Starred values were filed as active, the others as inactive; ? = inconclusive; [ ] = dose if it differs, or a comment. Unless noted, calls follow the shape of the dose curve; as a rule, active = well fitted curve in the direction sought with a large enough effect; inconclusive = small, poorly fitted or top-dose-only effect, or another doubt; inactive = no such curve, though single readings can be large; an effect the other way counts as inactive or inconclusive.

1: CC(C)CCNC(=O)Nc1ccc2c(c1)N(Cc1ccccc1)C(=O)c1ccccc1S2
2: O=c1c(=O)n(-c2cccc(Cl)c2)ccn1Cc1cccc(F)c1
3: COc1ccccc1NC(=O)Cn1c(=O)n(Cc2ccco2)c(=O)c2oc3ccccc3c21
4: CCCc1nc2ccccc2n2c(-c3cccc(C)c3)c3c(=O)n(C)c(=O)n(C)c3c12
5: CCCCN(Cc1ccccc1)S(=O)(=O)c1cc(Br)cc2c1N(C(C)=O)CC2
6: CCc1ccc(-n2nc(C)c3c(C(=O)N4CCN(c5ccccc5)CC4)cc(C)nc32)cc1
7: COc1ccccc1CNC(=O)COCc1cc(-c2ccc3c(c2)OCO3)on1
8: CCCC(=O)Nc1cccc(-c2nc3cc(C)c(C)cc3o2)c1C
assay / entry | 1 | 2 | 3 | 4 | 5 | 6 | 7 | 8
GLP1R cytotox | 7% | -22% | 2% | 3% | -2% | 4% | 5% | 2%
D3 ag | 6 | 5 | -7 | -11 | -9 | 12 | 9 | 9
GLP-1R inv ag | ? | -28% | 4% | 6% | 5% | -6% | -23% | 13%

9: COc1ccc(C(=O)Nc2ccc(-c3cc4ccccc4oc3=O)c(C)c2)cc1OC
10: O=C(NCc1ccccc1)c1cccc(NC(=O)N2CCSc3ncccc32)c1
11: COc1nc(Oc2ccc(=O)n(-c3ccccc3)n2)nc(N(C)C)n1
12: Cc1ccc(CNS(=O)(=O)c2ccc(F)c(C(=O)Nc3ccc(C)c(F)c3)c2)cc1
13: COc1ccccc1N1CCN(C(CNC(=O)C(=O)NCCN(C)C)c2cccnc2)CC1 (configuration not stated)
14: COc1ccc(NC(=O)CN2CCN(Cc3ccc(F)cc3)S2(=O)=O)cc1Cl
15: COc1ccc(CCNc2ncnc3c2cnn3-c2cccc(Cl)c2)cc1
16: Cn1cnc(S(=O)(=O)N2CCCC(C(=O)Nc3ccc(F)cc3Cl)C2)c1 (configuration not stated)
assay / entry | 9 | 10 | 11 | 12 | 13 | 14 | 15 | 16
GLP1R cytotox | 0% | -11% | -5% | -5% | -4% | -6% | 0% | 4%
D3 ag | -20 | 4 | 7 | 3 | 2 | 5 | 0 | 7
GLP-1R inv ag | -22% | 4% | 13% | -12% | -2% | ? | 0% | 4%

Reformatted with each value named: entries from further up.
14: COc1ccc(NC(=O)CN2CCN(Cc3ccc(F)cc3)S2(=O)=O)cc1Cl
  GLP1R cytotox = -6%	D3 ag = 5	GLP-1R inv ag = ?

15: COc1ccc(CCNc2ncnc3c2cnn3-c2cccc(Cl)c2)cc1
  GLP1R cytotox = 0%	D3 ag = 0	GLP-1R inv ag = 0%

16: Cn1cnc(S(=O)(=O)N2CCCC(C(=O)Nc3ccc(F)cc3Cl)C2)c1 (configuration not stated)
  GLP1R cytotox = 4%	D3 ag = 7	GLP-1R inv ag = 4%

(continued)
17: Cn1nnc2c(NCc3ccc(Cl)cc3)ncnc21
18: COc1ccc(-c2onc(C)c2C)cc1S(=O)(=O)N1CCN(c2cc(C)ccc2C)CC1
19: CCc1ccc(S(=O)(=O)c2cn(Cc3ccccc3)c3cc(F)c(F)cc3c2=O)cc1
20: Cc1ccc(Cl)cc1N1CCN(CCCNC(=O)c2ccc3nc(N4CCCCC4)sc3c2)CC1
21: O=C(NCc1ccco1)c1ccc2c(c1)N(Cc1ccc(Cl)cc1)C(=O)c1ccccc1S2
22: CCOc1ccccc1CNS(=O)(=O)c1ccc2c(c1)CCCN2C(C)=O
23: Cc1oc2ncn(CC(C)C)c(=O)c2c1C(=O)NCc1cccc(Cl)c1
24: CCN(CC)S(=O)(=O)c1ccc2nc(NC(=O)c3ccccc3OC)sc2c1
assay / entry | 17 | 18 | 19 | 20 | 21 | 22 | 23 | 24
GLP1R cytotox | 10% | 5% | 20% | 4% | 3% | -7% | 2% | 1%
D3 ag | -3 | 6 | 2 | 2 | -3 | -2 | 1 | -1
GLP-1R inv ag | 12% | -3% | 6% | 13% | ? | 3% | -21% | 10%

25: Cc1ccc(C(C)C)c(OCCSc2nc3ccccc3n2CC(O)CO)c1 (configuration not stated)
26: CCOCCCN1C(=O)c2ccccc2CC1(C)C(=O)NC1CCCCC1 (configuration not stated)
27: Cc1ccc(N2CC(c3nc(-c4ccc(Cl)cc4)no3)CC2=O)cc1F (configuration not stated)
28: Cc1ccccc1OCC(=O)Nc1ccc(C(=O)OCc2cc(=O)n3c(C)csc3n2)cc1
29: Cc1cc(=O)n(CC(=O)N2CCCCC2)c2c1c(C)nn2C
30: CC1=C(C(N)=O)C(c2cccc(C)c2)n2nc(-c3ccc(Cl)cc3)nc2N1 (configuration not stated)
31: CC1CCN(CC2CCN(C(=O)NCc3ccc(F)cc3)CC2)CC1
32: O=C(CSc1nnc(-c2ccncc2)n1-c1ccccc1)Nc1ccc(Br)cc1
assay / entry | 25 | 26 | 27 | 28 | 29 | 30 | 31 | 32
GLP1R cytotox | -1% | 2% | -5% | -15% | 1% | -3% | 9% | -12%
D3 ag | 0 | 8 | 6 | -15 | -4 | 10 | -13 | -9
GLP-1R inv ag | ? | 1% | 18% | 0% | 9% | -16% | 8% | 12%

33: CC(=O)CSc1nnc2cc(C)c3cc(C)cc(C)c3n12
34: COC(=O)CN1C(=O)CSc2ccc(S(=O)(=O)Nc3ccc(C)c(Cl)c3)cc21
35: COc1ccccc1CNC(=O)CN1C(=O)CCc2cc(S(=O)(=O)N3CCCCC3)ccc21
36: O=C1CN(C(=O)c2ccc(S(=O)(=O)N3CCCC3)cc2)C(c2ccccc2)c2cc(Br)ccc2N1 (configuration not stated)
37: CCOC(=O)c1ccccc1NC(=O)N1CCOc2ccc(Cl)cc21
38: CC(C)c1ccc(C2=CC(c3cccc(Cl)c3)n3c(nc4ccccc43)N2)cc1 (configuration not stated)
39: CN1CCN(C(CNC(=O)C(=O)Nc2ccc(Cl)cc2)c2cccnc2)CC1 (configuration not stated)
40: Cc1ccc(CSc2nc3c([nH]c4ccccc43)c(=O)n2C)cc1
assay / entry | 33 | 34 | 35 | 36 | 37 | 38 | 39 | 40
GLP1R cytotox | 3% | 1% | -2% | -2% | 22% | -4% | 0% | 3%
D3 ag | 2 | 3 | 4 | -2 | 9 | 5 | -5 | 19
GLP-1R inv ag | 29% | ? | -9% | -15% | -10% | ? | 4% | 8%

41: Fc1ccc(C2=NC(c3cccc(C(F)(F)F)c3)=Nc3ccccc3N2)cc1
42: Cc1nn(-c2ccc(N3CCCC3)nn2)c(C)c1CCC(=O)Nc1ccccc1
43: CC(=O)C1=C(c2ccc(C)cc2)N(C(C)=O)n2c(nnc2-c2ccccc2)S1
44: CC(C)OCCCNC(=O)CN1C(=O)c2cccnc2Sc2ccccc21
45: COc1ccccc1C(=O)N(c1ccc(C)cc1)S(=O)(=O)c1ccc(Cl)cc1
46: COc1ccc(NC(=O)c2cc3c(=O)n(C)c4cc(Cl)ccc4c3s2)cc1Cl
47: COc1ccc(C(=O)NCC(c2cccnc2)N2CCc3ccccc32)cc1 (configuration not stated)
48: CCc1ccc(NC(=O)CSC2=Nc3ccccc3C3=NC(CCC(=O)NCCc4ccccc4)C(=O)N23)cc1 (configuration not stated)
assay / entry | 41 | 42 | 43 | 44 | 45 | 46 | 47 | 48
GLP1R cytotox | 3% | -2% | 10% | 1% | -23% | -1% | 1% | -4%
D3 ag | 25 | -4 | -7 | 3 | -17 | -14 | -8 | 2
GLP-1R inv ag | ? | -1% | 12% | 2% | ? | 4% | ? | -17%

49: COc1ccc2oc(-c3ccc(C)c(NC(=O)c4cccnc4)c3)nc2c1
50: COc1ccc(N2CCN(S(=O)(=O)c3ccc4c(c3)C(C(C)C)C(=O)N4)CC2)cc1 (configuration not stated)
51: O=C(c1ccc2c(c1)OCO2)c1cn(Cc2ccc(F)cc2)c2ccccc2c1=O
52: CC(C)c1ccc(S(=O)(=O)NCc2ccc3c(c2)CCN3C(=O)c2ccccc2)cc1
53: Cc1ccc(CN2CCCn3nc(C(=O)NCc4cc(C)ccc4C)cc3C2=O)cc1
54: COc1ccc(-c2c3c(=O)n(C)c(=O)n(C)c3c3c(C)nc4ccccc4n23)cc1
55: COc1ccc(CC(=O)Nc2sc3c(c2C(=O)Nc2cccc(C)c2)CCCCC3)cc1
56: Cc1ccccc1CNC(=O)c1ccc2[nH]c(C)c(C)c2c1
assay / entry | 49 | 50 | 51 | 52 | 53 | 54 | 55 | 56
GLP1R cytotox | 18% | 10% | -4% | -1% | 2% | -3% | 1% | 1%
D3 ag | 5 | -2 | -5 | 0 | -1 | 4 | -1 | -10
GLP-1R inv ag | 7% | 4% | -13% | ? | ? | 3% | 21% | ?

57: CN(C)c1ccc(C(CNC(=O)c2ccc(C(C)(C)C)cc2)N2CCCC2)cc1 (configuration not stated)
58: Cc1cccc(NC(=O)C2CCCN2S(=O)(=O)c2cccc3nsnc23)c1C (configuration not stated)
59: CCCCN(CC)C(=O)c1cc2c(=O)n3cccc(C)c3nc2n1C
60: CCCn1c(=O)c2sccc2n2c(CCCC(=O)Nc3cccc(CC)c3)nnc12
61: Cc1ccc(CCNC(=O)c2ccc(CS(=O)(=O)c3ccc(Br)cc3)o2)cc1
62: O=S(=O)(Nc1ccc(-c2ccc(N3CCCCCC3)nn2)cc1)c1ccc(C(F)(F)F)cc1
63: CCOc1ccc(CCNC(=O)c2ccc(-c3nc(CSc4ccccc4)c(C)o3)cc2)cc1
64: Cc1ccc(CNS(=O)(=O)c2cnc(N)nc2)cc1
assay / entry | 57 | 58 | 59 | 60 | 61 | 62 | 63 | 64
GLP1R cytotox | -17% | -12% | 58%[activator] | -6% | 1% | -2% | 12% | -6%
D3 ag | -17 | 7 | 3 | 11 | 4 | -3 | -2 | 6
GLP-1R inv ag | ? | 4% | -5% | 2% | 0% | ? | 7% | -2%

65: Cc1cccc(N(C)S(=O)(=O)c2nnc(NC(=O)C(C)(C)C)s2)c1
66: Cc1ccc(NC(=O)C2CCCN2S(=O)(=O)c2cccc3nsnc23)c(C)c1 (configuration not stated)
67: COc1ccc2c(c1)CC(C(=O)NCCc1ccc(S(N)(=O)=O)cc1)CO2 (configuration not stated)
68: Cc1cccc(N2CCN(C(=O)c3cccn4c(=O)c5cc(Cl)ccc5nc34)CC2C)c1 (configuration not stated)
69: CSc1nc(-c2ccc(F)cc2)nc2c1Cc1c(CO)cnc(C)c1O2
70: COc1cccc(C(=O)Nc2nc3nc(C)c(Cc4ccccc4)c(=O)n3[nH]2)c1
71: Cc1ccccc1CNC(=O)Cn1nc(C)c2nn(-c3ccc(Cl)cc3)c(C)c2c1=O
72: CCCc1cc(=O)n2[nH]c(-c3ccc(C)cc3)nc2n1
assay / entry | 65 | 66 | 67 | 68 | 69 | 70 | 71 | 72
GLP1R cytotox | 1% | -9% | 0% | 5% | 9% | 1% | -1% | -1%
D3 ag | 4 | 10 | 1 | -2 | 6 | -23 | 5 | -11
GLP-1R inv ag | -21% | 1% | -4% | -8% | 4% | 5% | -8% | 5%

73: CCN(CC)C(=O)Cn1c(=O)cc(C)c2c(C)nn(C)c21
74: COc1ccccc1NC(=O)CSC1=Nc2ccccc2C2=NC(CC(=O)NCc3cccs3)C(=O)N12 (configuration not stated)
75: CCOC(=O)c1[nH]c(C)c(CCC(=O)N2CCN(c3ccc(Cl)cc3)CC2)c1C
76: CCOc1ccccc1CNC(=O)c1cnc2sc(N3CCC(C)CC3)nn2c1=O
77: CCOC(=O)C1CCC(CN(Cc2ccccc2)S(=O)(=O)c2ccc(Cl)cc2)CC1 (configuration not stated)
78: COCCN1C(=O)c2[nH]nc(-c3cc(C)ccc3O)c2C1c1ccc(C(C)C)cc1 (configuration not stated)
79: COc1cc(OC)c(NC(=O)C(C)n2c(=O)cc(-c3ccccc3)c3c(C)nn(C)c32)cc1Cl (configuration not stated)
80: COc1ccc(Oc2nc3c(C)cccn3c(=O)c2/C=C(\C#N)c2nc3ccccc3[nH]2)cc1
81: Cc1ccccc1Cc1c(C)nc2nc(SCC(=O)NC(C)c3ccccc3)nn2c1C (configuration not stated)
82: COc1cc(OC)c(NC(=O)C(C)n2nc(-c3ccc(C)cc3)c3c(c2=O)CCCC3)cc1Cl (configuration not stated)
83: CCOc1ccc(CNC(=O)c2sc3ncnc(N(C)C4CCCCC4)c3c2C)cc1
assay / entry | 73 | 74 | 75 | 76 | 77 | 78 | 79 | 80 | 81 | 82 | 83
GLP1R cytotox | 2% | 3% | 0% | 6% | 6% | -24% | 5% | -2% | -10% | -18% | 3%
D3 ag | -2 | -6 | 2 | 0 | 0 | 3 | 7 | 10 | 6 | 1 | -5
GLP-1R inv ag | 5% | 8% | ? | -5% | 2% | ? | 10% | 4% | -6% | ? | ?

Assay outcomes as filed in PubChem BioAssay.

An excerpt; rates above refer to the full screens.
